TRPC4 act: activators of mouse TRPC4 channel, primary screen, Fluo4 calcium, HEK293 TRPC4beta/mu-opioid cells; Short transient receptor potential channel 4 (Mus musculus), Q9QUQ5; Fluo4 calcium fluorescence; hits give high values; B-score at 10 µM; actives 0.49% (n = 310,000); AID 2237, 2010;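 active = B-score above 5 SD of library B-scores, and initial fluorescence ratio not above library mean plus 5 SD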;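 also: positive B-score marks a calcium rise read as TRPC4 activation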
Target sequence (Q9QUQ5 whole entry, looked up): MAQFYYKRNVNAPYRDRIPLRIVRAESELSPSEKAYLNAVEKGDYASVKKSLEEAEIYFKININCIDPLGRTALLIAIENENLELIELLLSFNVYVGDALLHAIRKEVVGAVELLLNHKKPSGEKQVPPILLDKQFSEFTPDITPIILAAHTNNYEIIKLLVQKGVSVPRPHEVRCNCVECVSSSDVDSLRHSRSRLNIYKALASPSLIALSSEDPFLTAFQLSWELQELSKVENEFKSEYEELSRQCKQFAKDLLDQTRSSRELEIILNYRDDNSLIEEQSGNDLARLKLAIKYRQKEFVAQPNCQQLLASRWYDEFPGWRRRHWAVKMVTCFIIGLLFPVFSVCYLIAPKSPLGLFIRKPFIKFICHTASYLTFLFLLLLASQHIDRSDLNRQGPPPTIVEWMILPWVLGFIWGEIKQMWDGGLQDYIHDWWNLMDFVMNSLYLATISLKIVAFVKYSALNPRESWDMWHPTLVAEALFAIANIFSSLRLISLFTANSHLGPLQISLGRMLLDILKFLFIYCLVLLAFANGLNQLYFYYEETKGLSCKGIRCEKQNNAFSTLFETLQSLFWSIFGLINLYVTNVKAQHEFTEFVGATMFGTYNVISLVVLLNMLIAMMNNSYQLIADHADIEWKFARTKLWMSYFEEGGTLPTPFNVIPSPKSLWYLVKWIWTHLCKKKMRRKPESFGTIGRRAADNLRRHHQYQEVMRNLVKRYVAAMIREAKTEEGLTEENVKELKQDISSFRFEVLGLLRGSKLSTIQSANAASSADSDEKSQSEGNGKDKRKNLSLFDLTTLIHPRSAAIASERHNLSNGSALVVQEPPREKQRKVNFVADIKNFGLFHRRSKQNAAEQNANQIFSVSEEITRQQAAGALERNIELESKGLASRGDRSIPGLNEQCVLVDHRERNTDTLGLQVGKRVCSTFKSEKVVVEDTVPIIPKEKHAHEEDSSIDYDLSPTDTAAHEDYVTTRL
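Material: HEK293 stable line with TRPC4beta plus mu-opioid receptor; technique: Fluo4 calcium-sensitive dye fluorescence, kinetic, 1 Hz baseline; timing: Fluo4 dye loading 45 min at room temperature, 110 s recording; controls: assay buffer as low control, maximal DAMGO as high control; read-out: integrated baseline-normalised fluorescence ratio, converted to per-well B score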
MrgX1 antag: antagonists of human MrgX1 receptor, primary screen, HEK293 cells, Fluo-4 calcium flux | BAM8-22 antagonism; hits give low values | B-score at 10 µM | actives 1.3% (n = 310,000) | AID 588676, 2011;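 active = calcium-response B-score plate-corrected more than 3 library SD below zero, starting fluorescence within 5 deviations, no agonist response on first addition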;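 also: peak minus trough fluorescence over baseline after final BAM8-22 challenge near maximal dose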
AI-2 QS modul: Vibrio harveyi AI-2 quorum sensing modulators, primary screen, JMH597 strain, luminescence/OD600 ratio. activity change, % at 7.5 µM. Vibrio harveyi JMH597 AI-2 luminescence/OD600 ratio, 9 h; hits give low values; strain lacks LuxN and CqsS sensors; 0 = neutral-control median. AID 2094, 2009. actives 0.4% (n = 300,000); in the data active = activity change below about -75%, passing the limit was not always enough; inconclusive = no clear call, values can overlap the other calls;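 also: luminescence divided by OD600 gain over 9 h not by final OD600 alone; inactives centre near 13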
HIF act: HIF pathway transcriptional activators, primary screen, cell-based, U2OS HRE-luciferase, luminescence; U2OS HRE-luciferase reporter; normalized: DMSO 0%, desferrioxamine 100%; activation, % at 7.5 µM (by protocol); actives 0.32% (n = 300,000);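 active = mean activation of at least 10% of the iron chelator positive control signal, with at least half of replicates also reaching 10%; inconclusive = mean and replicate majority disagree about reaching 10%; inactive = mean and most replicates under 10%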
TRPC4 PAM: positive allosteric modulators of TRPC4, primary screen, cell-based, mouse TRPC4beta, HEK293 mu-opioid, Fluo-4 calcium; actives 0.42% (n = 310,000); B-score at 10 µM; Short transient receptor potential channel 4 (Mus musculus), Q9QUQ5; DAMGO EC20, Fluo-4 Ca2+ flux; hits give high values;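 active = B-score of calcium response area above 5 SD of library B-scores, with initial fluorescence ratio within 5 SD of library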;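 also: B-score of integrated fluorescence ratio over time as area under calcium response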
TRPC6 act: mouse TRPC6 channel activators, primary screen, cell-based, HEK293, membrane potential dye | HEK293-TRPC6 membrane potential dye fluorescence; hits give high values | B-score at 10 µM | actives 0.13% (n = 310,000);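 active = B-score of the integrated fluorescence ratio above library mean plus 3 SD, and starting fluorescence ratio within library mean plus 5 SD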;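 also: higher score means more depolarization so channel activation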
PolyA inhibitor: polyadenylation inhibitors in yeast reporter cells, primary screen, luminescence, S. cerevisiae; calls only at 12 µM; S. cerevisiae SKY197-pL101 polyadenylation reporter, beta-gal luminescence; efflux-impaired pdr1/pdr3 knockout yeast; score 100 = 6 SD above DMSO; actives 0.02% (n = 300,000);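 active = lowest replicate activity score at least 50, where 100 means six control SD above control mean; inconclusive = lowest score under 50 but half or more replicates reach 50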;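 also: yeast exposed to compound for 9 h at 30 °C; higher score means more reporter readthrough which indicates perturbed polyadenylation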
TRPC4 block: inhibitors of mouse TRPC4 channel, primary screen, Fluo4 calcium, HEK293 TRPC4beta/mu-opioid cells; Short transient receptor potential channel 4 (Mus musculus), Q9QUQ5; DAMGO-evoked Fluo4 calcium flux; hits give low values; B-score at 10 µM; actives 0.39% (n = 300,000); AID 2247, 2010;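 active = B-score over 3 SD under the library average, no early fluorescence shift, positive overall ratio signal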
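Assay system: Stable TRPC4beta/mu-opioid receptor HEK293 cells | Reagent: DAMGO in two steps, submaximal then maximal | Compound dosing: Single concentration per test compound | Signal: Fluo4 Ca2+ flux fluorescence | Evaluation: Per-well B score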
MrgX1 PAM: positive allosteric modulators of MrgX1, primary screen, HEK293 cells, Fluo-4 calcium flux | FDSS; hits give high values | B-score at 10 µM | actives 0.63% (n = 310,000) | Mas-related G-protein coupled receptor member X1 (Homo sapiens), Q96LB2;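 active = plate-corrected calcium response at least 3 library SD above typical, normal starting fluorescence, not activating the receptor alone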;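 also: compound read alongside a low EC10 to EC30 dose of BAM8-22 agonist; peak minus trough fluorescence over baseline measured at the second addition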
MrgX1 agonist: agonists of human MrgX1 receptor, primary screen, HEK293 cells, Fluo-4 calcium flux | Mas-related G-protein coupled receptor member X1 (Homo sapiens), Q96LB2 | Fluo-4 calcium fluorescence, agonist mode; hits give high values | B-score at 10 µM | actives 0.44% (n = 310,000) | AID 588627, 2011;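 active = calcium response B-score plate-corrected fluorescence ratio at least 3 library SD, with starting fluorescence B-score inside 5 SD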
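System – MrgX1-expressing HEK293 cells · Incubation – cells plated overnight, dye loaded 0.5 h 37 °C, 0.5 h room temperature · Technique – kinetic Fluo-4 NW fluorescence of intracellular calcium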
TRPC6 inh: mouse TRPC6 channel inhibitors, primary screen, cell-based, HEK293, membrane potential dye | ACh-evoked depolarization; hits give low values | B-score at 10 µM | actives 1.1% (n = 310,000);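 active = B-score under library mean minus 3 SD, initial fluorescence not abnormally high, positive integrated signal ratio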;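 also: B-score derived from integrated fluorescence ratio over the kinetic read; more negative B-score means stronger inhibition of depolarization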
* hit, by the source's call; i = inactive; u = inconclusive; x = not tested or not shown. Only part of the results is shown (hit frequency here may not be typical).

Value order: TRPC4 act | MrgX1 antag | AI-2 QS modul | HIF act | TRPC4 PAM | TRPC6 act | PolyA inhibitor | TRPC4 block | MrgX1 PAM | MrgX1 agonist | TRPC6 inh
CCOc1ccc(NC(=O)c2ccc(CNc3c(NC4CCCCC4)c(=O)c3=O)cc2)cc1
    i | i | 24.5 | 0.0 | i | i | i | i | i | i | i
O=S(=O)(Nc1ccon1)c1cc(Cl)ccc1Cl
    i | i | 28.8 | -0.1 | i | i | i | i | i | i | i
O=C(Nc1ccc2c(c1)CCC2)c1ccc(F)c(S(=O)(=O)N2CCOCC2)c1
    i | i | 30.4 | 3.0 | i | i | i | i | i | i | i
O=C(O)C1CCCCC1C(=O)Nc1cc(Cl)ccc1Cl (stereo unspecified)
    i | i | 5.3 | -0.1 | i | i | i | i | i | i | i
O=C(NCCSc1ncc(-c2ccc(F)cc2)[nH]1)c1ccc2c(c1)OCO2
    i | i | -9.0 | -0.2 | i | i | i | i | i | i | -5.79*
CC(OC(=O)C(NC(=O)c1ccco1)C(C)C)C(=O)Nc1ncc(Cl)cc1Cl (stereo unspecified)
    i | i | 15.7 | 0.1 | i | i | i | i | i | i | i
CN(C)S(=O)(=O)c1ccc(C(=O)Nc2nnc(Cc3ccccc3)s2)cc1
    i | i | 21.0 | -0.6 | i | i | i | i | i | i | i
CCCn1cnc2c(cnn2-c2ccc(F)cc2)c1=O
    i | i | 15.8 | 1.9 | i | i | i | i | i | i | i
Cn1c(=O)c2c(ncn2CC(=O)N2CCN(C(=O)c3ccco3)CC2)n(C)c1=O
    i | i | 15.3 | -0.7 | i | i | i | i | i | i | i
O=C(COC(=O)Cc1ccc(Cl)cc1)Nc1ccc2[nH]c(=O)[nH]c2c1
    i | i | -1.8 | 1.0 | i | i | i | i | i | i | i
Cc1ccc(S(=O)(=O)N/N=C/c2cccc3nccnc23)cc1
    i | i | 31.4 | -0.1 | i | i | i | i | 20.3* | i | i
CC(C)(C)c1ccc(C(=O)/C(C#N)=C/c2cccs2)cc1
    i | i | 11.8 | 0.6 | i | i | i | i | i | i | i
Cc1ccc(S(=O)(=O)n2c(N)nc3ccccc32)cc1
    i | i | 10.6 | -0.2 | i | i | i | i | i | i | -8.44*
Cc1noc(C)c1C(=O)OCC(=O)NC(c1ccccc1)c1ccccc1
    i | i | -2.2 | -0.1 | i | i | i | i | i | i | i
COc1cccc(NC(=O)c2ccc(NC(=O)C(C)(C)C)cc2)c1
    i | i | 11.2 | 1.6 | i | i | i | i | i | i | i
CC(=O)Nc1ccc(NCC(=O)c2ccccc2)cc1
    i | i | 26.6 | 0.1 | i | i | i | i | i | i | i
CCN(CC)C(=O)C1CCCN(C(=O)Nc2ccc3nsnc3c2)C1 (stereo unspecified)
    i | i | 25.0 | -0.2 | i | i | i | i | i | i | i
CC1=CC(=C(C#N)C#N)C=C(C)N1CCC(C)C
    i | i | 14.1 | 0.5 | i | i | i | i | i | i | i
COc1ccc(-c2ncccc2OC(=O)C23CC4CC(CC(C4)C2)C3)cc1OC
    i | i | 16.9 | -0.2 | i | i | i | i | i | i | i
CO/N=C/C(C(C)=O)C(=O)Nc1ccc(Cl)cc1Cl (stereo unspecified)
    i | i | 2.8 | 0.6 | i | i | i | i | i | i | i
CC(=O)Nc1ccc(S(=O)(=O)NCCC(=O)OCC(=O)c2ccccc2)cc1
    i | i | 20.7 | 0.2 | i | i | i | i | i | i | i
CSc1nsc(SC)c1C(=O)O
    i | i | 38.7 | -0.5 | i | i | i | i | i | i | i
CCOc1cc(S(=O)(=O)NCc2ccncc2)c(C)cc1C
    i | i | 0.8 | 0.1 | i | i | i | i | i | i | i
O=C(Nc1ccnn1C1CCN(C(=O)CCc2ccc(F)cc2)CC1)C1CCOC1 (stereo unspecified)
    i | i | 14.4 | 0.4 | i | i | i | i | i | i | i
CC(=O)NC(=S)Nc1ccc(S(=O)(=O)Nc2ncccn2)cc1
    i | i | 14.9 | x | i | i | i | i | i | i | i
COc1ccc(S(=O)(=O)/N=C2\C=C(NS(=O)(=O)c3ccccc3)C(=O)c3ccccc32)cc1
    i | i | 28.5 | -0.4 | i | i | i | i | i | i | i
Cc1c(Cl)cccc1N=c1c([N+](=O)[O-])nn(-c2ccccc2)n1O
    i | i | 25.1 | 0.9 | i | i | i | i | i | i | i
COc1ccccc1NS(=O)(=O)c1ccc2oc(SC)nc2c1
    i | i | 5.5 | 1.7 | i | i | i | i | i | i | i
COc1ccccc1OC(=O)c1ccc(S(=O)(=O)N(C)C)cc1
    i | i | 15.0 | 0.2 | i | i | i | i | i | i | i
Cc1cc(OCC(=O)N2CCC(O)CC2)c2c(C)cc(=O)oc2c1
    i | i | -12.5 | 0.8 | i | i | i | i | i | i | i
O=C(c1ccc(F)cc1F)N1CCN(c2ccccn2)CC1
    i | i | 16.9 | -0.3 | i | i | i | i | i | i | i
COc1ccccc1N(CC(=O)NCc1ccccc1)S(C)(=O)=O
    i | i | 10.8 | -0.6 | i | i | i | i | i | i | i
CC1CCCN(C(=O)CSCC(=O)N=c2sc3ccccc3n2C)C1 (stereo unspecified)
    i | i | 28.0 | 0.1 | i | i | i | i | i | i | i
CSCC[C@H](N)C(=O)N1CCC(C(=O)N[C@@H](C)C(=O)NCc2ccc(F)cc2)CC1
    i | i | 5.5 | 0.3 | i | i | i | i | i | i | i
CC(=O)N(C1=C(O)c2ccccc2C(=O)C1=O)C1CCCCC1
    i | i | x | -0.1 | i | i | i | i | i | i | i
COc1ccccc1N(C(=O)c1ccco1)C(C(=O)NC1CCCC1)c1cccnc1 (stereo unspecified)
    i | i | 14.5 | -0.2 | i | i | i | i | i | i | i
CCN(CC)C(=O)C1=C(C)Nc2ncnn2C1c1cccnc1 (stereo unspecified)
    i | i | 20.2 | -0.2 | i | i | i | i | i | i | i
CCOc1ccc(OCC)c(NC(=O)Cn2cccc2)c1
    i | i | 19.6 | 0.1 | i | i | i | i | i | i | i
CC(=O)N1CCN(c2nnc(-c3ccccc3)c3ccccc23)CC1
    i | i | 23.5 | -1.1 | i | i | i | i | i | i | i
Cc1ccc(C(=O)NCc2ccccn2)c(Cl)c1
    i | i | 7.8 | 0.3 | i | i | i | i | i | i | i
CCCC(=O)c1ccc(N2CCN(S(=O)(=O)c3ccc(C)cc3)CC2)c(F)c1
    i | i | -1.6 | -0.4 | i | i | i | i | i | i | i
O=C(Nc1ccncc1)Nc1ccc(Cl)cc1Cl
    i | i | 17.9 | 1.3 | i | i | i | i | i | i | i
COC(=O)Cc1c(O)ccn(CCc2ccc(OC)c(OC)c2)c1=O
    i | i | 5.7 | -0.2 | i | i | i | i | i | i | i
CN(C)c1ccc(/C=N/NC(=O)c2ccccc2)cc1
    i | i | 16.8 | 1.7 | i | i | i | i | i | i | i
Cc1nc(NC(=O)COC(=O)CCC(=O)c2cccs2)c(Cl)cc1Cl
    i | i | 16.3 | -0.3 | i | i | i | i | i | i | i
CC(C)c1ccc(NC(=S)NNC(=O)c2cccnc2)cc1
    i | i | 20.0 | 1.2 | i | i | i | i | i | i | i
CCc1nc2ccccc2c(C(=O)OCC(=O)NCc2ccco2)c1C
    i | i | 11.8 | 0.2 | i | i | i | i | i | i | i
CCc1ccc2[nH]c(=O)c(CN(CCN3CCCC3)C(=O)NC3CCCCC3)cc2c1
    i | i | 15.2 | -0.2 | i | i | i | i | i | i | i
CSc1nnc(C)c(=O)n1COC(=O)/C=C/c1ccccc1
    i | i | 9.5 | -0.3 | i | i | i | i | i | i | i
Cc1cccc(-n2cc(CN(C)Cc3nccn3C)c(-c3cccc(F)c3)n2)c1
    i | i | 11.9 | 0.0 | i | i | i | i | i | i | i
O=C(COC(=O)Cn1cnc2ccccc2c1=O)NCC12CC3CC(CC(C3)C1)C2
    i | i | 23.5 | 0.0 | i | i | i | i | i | i | i
O=C(CCc1nnc2n(Cc3ccccc3)c(=O)c3ccccc3n12)NCCCN1CCCCC1
    i | i | 10.8 | -0.4 | i | i | i | i | i | i | i
CCOc1ccc(CCNS(=O)(=O)c2ccc3c(c2)N(C(C)=O)CCO3)cc1OCC
    i | i | x | 0.7 | i | i | i | i | i | i | i
COc1ccc(N(CC(=O)N/N=C/c2ccc(-c3ccc([N+](=O)[O-])cc3)o2)S(=O)(=O)c2ccc(C)cc2)cc1Cl
    i | i | 15.7 | 0.5 | i | i | i | i | i | i | i
Cc1cc(OCc2cc(C(=O)N3CCN(C)C(=O)[C@@H]3C)no2)cc(C)c1Cl
    i | i | 27.2 | -0.1 | i | i | i | i | i | i | i
CC(OC(=O)COc1ccc(Nc2ccccc2)cc1)C(=O)N(C)c1ccccc1 (stereo unspecified)
    i | i | -17.2 | u | i | i | i | i | i | i | i
O=C1C2C3C=CC(C2C(=O)N1c1nccs1)C1C(=O)N(c2nccs2)C(=O)C31 (stereo unspecified)
    i | i | -4.3 | -0.6 | i | i | i | i | i | i | i
CCOc1ncccc1C(=O)OCc1c(F)cccc1Cl
    i | i | 17.3 | -0.3 | i | i | i | i | i | i | i
